# High-throughput results: PubChem BioAssay, Southern Research Specialized Biocontainment Screening Center
# PhoP GFP inhibition: PhoP regulon inhibitors, Salmonella typhi PhoP promoter GFP reporter, confirmatory (AID 1850); inhibition, % at 50 µM; hits with a dose series show IC50 in µM; Salmonella Typhi PhoP-promoter GFP reporter, fluorescence, 4 h; higher % means a stronger effect; 310,000 compounds, 0.33% hits; in the data active = a potency from the dose series; inconclusive = inhibition mostly from about 25% at the one dose, without a potency; inactive = the rest, 99 in 100 with inhibition below about 19%;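 note: 0% = induced wells with vehicle and 100% = uninduced wells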
# influenza NS1A: NS1A inhibition, H1N1 influenza, cell based functional assay (AID 504329) | 340,000 compounds, 0.3% hits | inhibition, % at 12.5 µM; hits with a dose series show IC50 in µM | NS1A functional cell-based assay, percent inhibition; higher % means a stronger effect; in the data active = a potency from the dose series; inconclusive = inhibition above about 27% without an active follow-up result; note: strong numbers were not always called active
# VEEV TC-83 Vero: inhibitors of VEEV TC-83 cytopathic effect, confirmation, Vero cells (AID 588727) | inhibition, % at 20 µM, or IC50 in µM where a hit was titrated | Vero cells, VEEV TC-83 cytopathic effect inhibition; higher % means a stronger effect | 350,000 compounds, 0.13% hits; in the data active = a potency from the dose series; inconclusive = inhibition mostly from about 14% at the one dose, without a potency; inactive = the rest, 99 in 100 with inhibition below about 12%; note: strong numbers were not always called active
# H37Rv inhibition: M. tuberculosis growth inhibition, HTS (AID 449762). M. tuberculosis H37Rv growth inhibition, 7H9 media; higher % means a stronger effect. one-dose inhibition, % at 25 µM; IC50 in µM for titrated hits. 330,000 compounds, 0.59% hits; in the data active = a potency from the dose series; inconclusive = inhibition above about 70% without an active follow-up result;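 note: bacterial growth assessed after seven days of incubation; strong numbers were not always called active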
# tuberculosis growth: growth inhibition of non-replicating M. tuberculosis (AID 488890) | Mycobacterium tuberculosis non-replicating, growth inhibition; higher % means a stronger effect | inhibition, % at 25 µM, or IC50 in µM where a hit was titrated | 320,000 compounds, 0.39% hits; in the data active = a potency from the dose series; inconclusive = inhibition mostly from about 82% at the one dose, without a potency; inactive = the rest, 99 in 100 with inhibition below about 76%;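 note: plate controls were DMSO cells for no effect and high antibiotic wells for full effect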
# VEEV TC-83 Vero 10K pilot screen: second read-out of VEEV TC-83 Vero, no call of its own (marks repeat the call); inhibition, %; measured here: 10K pilot screen inhibition
# * = called active by the depositor; i = inactive; ? = inconclusive; nt = no result given.
SMILES,PhoP GFP inhibition,influenza NS1A,VEEV TC-83 Vero,H37Rv inhibition,tuberculosis growth,others
O=C(CCSCCC(=O)NCc1ccccc1)NCc1ccccc1,6%,-2%,i,-9%,9%,
CSc1ccccc1NC(=O)c1cc(-c2cccs2)on1,-6%,0%,4.5%,7%,28%,
O=C(CN1CCN(c2ccccn2)CC1)Nc1ccccc1,5%,-24%,0.7%,-2%,4%,
CC1CC(C(O)c2ccccn2)C(=O)C(C(O)c2ccccn2)C1 (centres undefined),nt,14%,0.0%,nt,nt,
Cc1noc(C)c1S(=O)(=O)N1CCC(C(=O)NCCN2CCC(C)CC2)CC1,2%,-3%,0.7%,0%,-8%,
CC(=O)NCCC(=O)N(C)CC1CCN(CCc2cccc(C(F)(F)F)c2)CC1,0%,-4%,i,1%,-20%,
Cc1ccc(C)c(NC(=O)CN(C)C(C)C(=O)N2CCCC2)c1 (centres undefined),nt,-14%,i,-3%,3%,
O=C(NCc1ccco1)c1ccc(C(=O)NCc2ccco2)cc1,nt,-2%,2.5%,nt,nt,
COc1cccc(CN(C(=O)c2ccco2)C(C(=O)NC2CCCC2)c2cccnc2)c1 (centres undefined),-8%,-2%,0.3%,-2%,18%,
Cc1ccc(S(=O)(=O)N2CCC(=O)N(CCOCc3cccc(F)c3)CC2)cc1,0%,-5%,0.3%,4%,-7%,VEEV TC-83 Vero 10K pilot screen=0.1
NC(=O)C1CCN(C(=O)c2ccc3c(c2)S(=O)(=O)c2ccccc2C3=O)CC1,-8%,6%,0.2%,-1%,1%,
O=C(O)CSc1nnc(COc2cccc3cccnc23)n1-c1cccc(C(F)(F)F)c1,3%,nt,nt,-2%,8%,
CCCC1C2CN(C(C)C)CC=C2C(C#N)=C(N)C1(C#N)C#N (centres undefined),-35%,-8%,1.4%,-5%,19%,
C=CCc1cc(C)ccc1OCCCC(C(=O)OCC)C(=O)OCC,-5%,2%,i,9.7µM*,76%,
Cc1ccc(S(=O)(=O)NC2=NCN(CCN3CCOCC3)CN2)cc1,5%,2%,4.2%,-2%,-5%,
O=C(COC(=O)c1ccc[nH]c1=O)NCCC1=CCCCC1,nt,0%,2.0%,1%,0%,
COC(=O)c1c(NC(=O)COC(=O)CNC(=O)c2ccco2)sc(C)c1C,-5%,-3%,2.0%,0%,12%,
CCCCNc1nnc(SCC(=O)c2c(N)n(C3CC3)c(=O)[nH]c2=O)s1,nt,-9%,5.4%,-3%,-1%,
CCOC(=O)C1=C(COC(=O)C2CC(=O)N(c3ccc(C)cc3)C2)NC(=O)NC1C (centres undefined),3%,-11%,0.9%,0%,-8%,
Cc1ccc(NS(=O)(=O)c2c(C)[nH]c(C)c2C(=O)N2CCCCC2)c(Cl)c1,-2%,-3%,i,0%,13%,
COc1ccc(N=Cc2cccc(C)c2O)cc1Cl,-18%,2%,i,?,50%,
CC(C)=CCCC1=CCC(/C=N/NC(N)=O)C(C)C1 (centres undefined),-5%,13%,i,10%,58%,
CCOC(=O)c1ccc(NC(=O)CSc2nc3sc(C(=O)O)c(C)c3c(=O)[nH]2)cc1,-6%,-5%,i,16%,1%,
COc1ccc(OC)c2[nH]c(=O)c(CCNC(=O)c3cccs3)cc12,0%,6%,2.0%,6%,-4%,
CCCN(CCC)Cc1c(C(=O)N/N=C/c2ccncc2)nnn1-c1nonc1N,-6%,-5%,0.2%,-5%,4%,

# Looked up by compound from the entries so far, 2 records:
SMILES,PhoP GFP inhibition,influenza NS1A,VEEV TC-83 Vero,H37Rv inhibition,tuberculosis growth,others
Cc1ccc(S(=O)(=O)NC2=NCN(CCN3CCOCC3)CN2)cc1,5%,2%,4.2%,-2%,-5%,
COc1ccc(OC)c2[nH]c(=O)c(CCNC(=O)c3cccs3)cc12,0%,6%,2.0%,6%,-4%,

# Among those listed so far, 5 contain a halogen.
SMILES,PhoP GFP inhibition,influenza NS1A,VEEV TC-83 Vero,H37Rv inhibition,tuberculosis growth,others
CC(=O)NCCC(=O)N(C)CC1CCN(CCc2cccc(C(F)(F)F)c2)CC1,0%,-4%,i,1%,-20%,
Cc1ccc(S(=O)(=O)N2CCC(=O)N(CCOCc3cccc(F)c3)CC2)cc1,0%,-5%,0.3%,4%,-7%,VEEV TC-83 Vero 10K pilot screen=0.1
O=C(O)CSc1nnc(COc2cccc3cccnc23)n1-c1cccc(C(F)(F)F)c1,3%,nt,nt,-2%,8%,
Cc1ccc(NS(=O)(=O)c2c(C)[nH]c(C)c2C(=O)N2CCCCC2)c(Cl)c1,-2%,-3%,i,0%,13%,
COc1ccc(N=Cc2cccc(C)c2O)cc1Cl,-18%,2%,i,?,50%,

# Following part:
SMILES,PhoP GFP inhibition,influenza NS1A,VEEV TC-83 Vero,H37Rv inhibition,tuberculosis growth,others
Fc1ccccc1-n1cc(-c2ccccc2)[nH]c1=S,10%,7%,1.2%,5%,-8%,
O=C(CSc1ncn[nH]1)N1CCOCC1,-1%,-3%,0.1%,-10%,0%,
CCN(CC)C(=O)C(C)N(C#N)c1nc(NC(C)C)nc(NC(C)C)n1 (centres undefined),-2%,-27%,1.2%,-3%,28%,
COc1ccc(C(=O)NC(NC(=O)c2ccc(OC)cc2)c2ccccc2F)cc1,2%,3%,2.4%,-4%,-9%,
CC(C)(C)c1[nH]nc2c1C(Cc1ccccc1)C(C#N)=C(N)O2 (centres undefined),5%,-3%,0.9%,-1%,-11%,
CC(C)CC1=NN2C(=N)/C(=C\c3coc4ccccc4c3=O)C(=O)N=C2S1,nt,5%,1.1%,nt,nt,
CC(=O)N1CC(C)Sc2ccc(S(=O)(=O)NCCc3cccc(C)c3)cc21 (centres undefined),2%,0%,0.2%,3%,7%,
O=C1c2ccccc2-c2c1cccc2C(=O)N1CCCCC1,-1%,-11%,0.6%,-4%,-2%,
O=C(Nc1ccc(N2CCCC2)c(Cl)c1)c1cccc(-c2cc3ccccc3oc2=O)c1,-7%,5%,3.8%,-6%,-6%,
O=C(CN1CCN(S(=O)(=O)N2CCCCCC2)CC1)Nc1ccc(Br)cc1,-5%,-10%,2.5%,0%,38%,
O=C(Nc1cccc(S(=O)(=O)N2CCOCC2)c1)C1CCCCN1S(=O)(=O)c1ccccc1 (centres undefined),nt,-7%,8.7%,nt,nt,
CCOC(=O)c1nc2cc3n(c(CC(C)C)c-2c1C)CC(C)=C3C,25%,8%,0.5%,1%,61%,
COc1ccc2nc(N/C(=N/S(=O)(=O)c3cccs3)c3ccccc3Cl)sc2c1,2%,1%,0.7%,-6%,51%,
Cc1[nH]c2ccccc2c1C(=O)CN1CC(C)OC(C)C1 (centres undefined),-3%,nt,nt,-8%,13%,
COc1ccc2nc(-c3ccc(Cl)cc3)cc(C(=O)O)c2c1,-17%,0%,1.5%,-1%,34%,
O=C(/C=C/Nc1ccccc1)C(F)(F)F,-15%,-2%,0.5%,6%,-2%,
COc1cc(S(=O)(=O)n2nnc3ccccc32)c(OC)cc1Cl,-2%,4%,i,3%,nt,
O=c1c2ccccc2ncn1Cc1ccc(Cl)cc1,34%,-6%,1.5%,-11%,73%,
CN(C)CCN(Cc1ccco1)S(=O)(=O)c1csc(C(N)=O)c1,9%,2%,1.8%,-6%,-23%,
Cc1ccc(NC(=O)CSCC(=O)NCc2ccco2)cc1,7%,-10%,0.8%,22%,18%,
Cc1cc(C(C)(C)C)oc1C(=O)Nc1ccc(CC(=O)O)cc1,-3%,6%,3.3%,-8%,-10%,
CCOC(=O)C1=C(c2ccccc2)NC(=O)NC1c1ccc(OC)c(OC)c1 (centres undefined),1%,-15%,0.9%,-3%,2%,
CSCCC(NS(=O)(=O)/C=C/c1ccccc1)C(=O)NCCc1ccc(S(N)(=O)=O)cc1 (centres undefined),2%,12%,i,31%,18%,
Cc1ccc(-c2nnc3sc(-c4ccncc4)nn23)cc1,15%,2%,0.1%,3%,5%,
O=C(O)C1CCCCC1C(=O)Nc1cc(Cl)ccc1Cl (centres undefined),-3%,nt,nt,-5%,-1%,

# Continuation.
SMILES,PhoP GFP inhibition,influenza NS1A,VEEV TC-83 Vero,H37Rv inhibition,tuberculosis growth,others
O=C(NCc1nc2ccccc2[nH]1)C1=C[C@H](c2ccccc2)C[C@H](OCCCCO)O1,1%,-21%,4.5%,7%,21%,
O=C1CC(CSc2ccc(Cl)cc2)=NN1,11%,nt,0.3%,-5%,13%,
COc1cccc(/C=N/NC(=O)CO/N=C(\C)c2cccs2)c1OC,11%,-7%,0.2%,3%,3%,
O=C(Nc1ncc(Cc2cccc(C(F)(F)F)c2)s1)c1ccc(-c2cccc([N+](=O)[O-])c2)o1,-2%,0%,2.2%,?,41%,
COc1ccc(N(CC(=O)NCCSCc2c(F)cccc2Cl)S(C)(=O)=O)cc1OC,2%,0%,i,-9%,-2%,
CCCCOc1ccc(CN2CCSCC2)cc1,5%,-4%,0.7%,1%,33%,
CCCCN1C(Nc2ccccc2)=NC[C@@H]1Cc1ccccc1,8%,-4%,0.4%,1%,47%,
CCc1nc(CN2CCCC(C(=O)c3ccc4c5c(cccc35)CC4)C2)c(C)[nH]1 (centres undefined),-3%,2%,i,?,68%,
OCCC1CN(Cc2nc(-c3ccc(F)cc3)cs2)CCN1CCc1ccccc1 (centres undefined),-7%,4%,i,32%,40%,
Cc1ccccc1NC(=O)c1ccc2c(c1)C(=O)N(CC(C)C)C2=O,-2%,-5%,6.1%,0%,17%,
CN(C)CCN1C(=O)C(=O)/C(=C(/O)c2ccc3c(c2)OCCO3)C1c1ccccn1 (centres undefined),-19%,8%,0.7%,-3%,0%,
O=C(COC(=O)C1CCC1)NCc1ccc(Cl)cc1Cl,10%,-7%,1.4%,0%,9%,
CCCCNC(=O)C1COc2ccccc2O1 (centres undefined),-5%,3%,i,68%,?,
COc1ccc(N(CC(=O)NCCSc2ccccn2)S(=O)(=O)c2ccccc2)c(OC)c1,1%,4%,9.2%,-3%,27%,
CCOC(=O)C1CC(CN2C(=O)c3ccccc3C2=O)OC1=O (centres undefined),nt,-3%,1.6%,nt,nt,
CC(C)(C)C(=O)N1CCN(c2ncnc3scc(-c4ccccc4)c23)CC1,-10%,0%,1.4%,6%,17%,
CCOC(=O)CC1C(=O)NCCN1C1CCCC1 (centres undefined),2%,-5%,1.0%,1%,-7%,
CC(c1ccccc1)N1CC(C(=O)NC2CCCC2)CC1=O (centres undefined),-13%,6%,0.2%,-9%,-10%,
Cc1ccc(/C=c2\sc3nc(-c4ccco4)nn3c2=O)o1,-11%,3%,i,1%,11%,
O=C(Nc1ccc(Br)cc1)c1ccc(F)c(S(=O)(=O)NCc2cccs2)c1,6%,1%,6.1%,3%,1%,
Cc1ccnc(SCc2ccc([N+](=O)[O-])cc2)n1,5%,-6%,1.1%,36%,36%,
CN(C)C(CNC(=O)C1CCCN(C(=O)c2ccc(Cl)cc2)C1)c1ccco1 (centres undefined),21%,10%,1.0%,8%,6%,
O=c1c2ccccc2sn1-c1cc(S(=O)(=O)N2CCOCC2)ccc1N1CCOCC1,-15%,-3%,?,-10%,-8%,
CCCCCn1c2c(c(=N)c3ccccc31)CCC2,5%,-4%,i,-2%,36%,
COc1ccc(C(=O)NCC(c2ccco2)N2CCc3ccccc3C2)cc1 (centres undefined),4%,-2%,2.0%,23%,-1%,
Cc1scc(C(=O)N/N=C/c2ccc(OCC(C)C)cc2)c1C,8%,3%,0.3%,13%,-2%,
